Ins promoter up – MIN6 insulin promoter up-regulation | MIN6 insulin promoter-GFP reporter, high-content imaging; active compounds read high | z-score at 5 µM | actives 0.3% (n = 190,000) | AID 1625;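 active = z-score above 3 at 5 µM with at least 500 cells counted in the well; inconclusive = wells under 500 cells, flagged as cytotoxic or low count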
MT stabilize HCS – microtubule stabilization, imaging screen; HeLa tubulin immunostaining HCS, 24 h; share of cells brighter than vehicle mean+2SD; % tubulin-high responders, % at 10 µM; actives 0.83% (n = 200,000);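 active = plate Z-score above 3 for both tubulin-high and condensed-nucleus cell shares, with cell loss under 80%, at 10 µM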;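 also: anti alpha tubulin signal scored within the nucleus-defined area of each cell; some results filed as inactive read as strong as hits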
Lipid droplet – hepatic lipid droplet formation modulation. AID 1656. inhibition, % at 6.5 µM. AML12 mouse hepatocytes, oleate lipid droplets, BODIPY imaging. actives 0.4% (n = 240,000);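 active = lipid droplet intensity inhibited by at least 50%, with more than 500 cells counted; inconclusive = wells with under 300 cells, treated as cytotoxic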
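Assay system: AML12 mouse liver cells | Compound: 6.5 µM single-point dosing | Schedule: Overnight exposure | Technique: Fluorescence imaging, 20x objective, two fields per well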
Autophagy mod – alters autophagy in cells. calls only at 10 µM (by protocol). AID 463193. MEF GFP-LC3 puncta imaging; test concentration mostly 10 µM. actives 0.98% (n = 190,000);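 active = percentage of spot-positive cells more than 3 SD above its plate mean, without a fluorescence outlier flag or 80% toxicity; inconclusive = no clear call, values can overlap the other calls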;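 also: spot-positive cell cutoff set from DMSO-treated cells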
human PMI inhibitors – MPI inhibition at elevated mannose 6-phosphate – biochemical, fluorescence intensity, high mannose 6-phosphate, primary screen (AID 1220); recombinant PMI enzyme, coupled fluorescence intensity; higher % means a stronger effect; inhibition, % at 20 µM, or IC50 in µM where a hit was titrated; actives 0.66% (n = 190,000)
T cell modulator – modulates CD8 T cell binding to vesicles | 2C CD8+ T cell-vesicle binding, flow cytometry; active compounds read low | calls only at 7 µM | actives 0.068% (n = 330,000);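 active = response, share of CD8 T cells binding vesicles, and their 90th percentile fluorescence all below set limits, cut at about 80% in these data, passing the limit was not always enough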
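Material: murine 2C transgenic CD8+ T lymphocytes / Also added: QL9-peptide-loaded Drosophila micro-vesicles bearing Ld, ICAM-1 and B7-1 / Schedule: binding step 1.5 h, 37 °C, antibody labelling 20 min, ice / Signal: flow cytometry, PE anti-B7-1 (FL2) versus Alexa647 anti-CD8 (FL8), PFA-fixed / Evaluation: percent CD8+ FL2 mean versus row control / Benchmarks: naked versus QL9-loaded vesicles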
bCat nuc transl – alters nuclear translocation of beta-catenin in HeLa cells. immunofluorescence imaging. AID 1665. actives 0.3% (n = 190,000). nuclear translocation activity, % at 5 µM;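 active = nuclear translocation activity above 50% at 5 µM, with a well cell count of 50 or more; inconclusive = wells under 50 cells across six images, flagged as toxic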;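 also: per-cell ratio of nuclear to cytoplasmic median beta-catenin stain intensity; plate controls were DMSO negative control for no effect and GSK-3 inhibitor IX positive control for full effect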
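assay system = human HeLa cells, endogenous beta-catenin | times = compound treatment 24 h, 37°C, 5% CO2 | detection = Anti-beta-catenin immunofluorescence on PFA-fixed, Triton-permeabilized cells, DAPI nuclei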
human PMI inhibition – inhibitors of human PMI, primary screen, biochemical, fluorescence intensity, coupled assay (AID 1209); inhibition, % at 20 µM, or IC50 in µM where a hit was titrated; purified PMI enzyme, coupled fluorescence intensity; higher % means a stronger effect; actives 0.42% (n = 190,000);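 also: plate controls were DMSO vehicle for no effect and wells lacking substrate for full effect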
TNAP activation fold – stimulation of alkaline phosphatase TNAP activity – biochemical, luminescent, no phosphate acceptor, uHTS, primary screen (AID 1001); activation fold at 20 µM; hits with a dose series show EC50 in µM; actives 0.03% (n = 200,000); purified TNAP, luminescent activation assay, no phosphate acceptor; higher activation fold means a stronger effect; in the data active = activation fold from about 3, or a potency from the dose series; inactive = the rest, 99 in 100 with activation fold below about 1.6; also: many of its hits are not listed in these tables
Ins promoter up cell count – further read-out of Ins promoter up, marked with its call; cell count; measured here: cytotoxicity, nuclei count;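 total cells summed across four imaged fields per well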
Lipid droplet cells 6.5 µM – second read-out of Lipid droplet, no call of its own (marks repeat the call); cell count; measured here: cell count, cytotoxicity flag;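 cells counted across two imaged fields per well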
bCat nuc transl cell count 5 µM – also measured in bCat nuc transl; calls as there; cell count; measured here: cell count, cytotoxicity flag
T cell modulator vesicle-bound % – also measured in T cell modulator; calls as there; double positive events, %; measured here: CD8+ vesicle-bound cell fraction;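 binding gate set so that unloaded-vesicle control wells show 10% double positive cells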
MT stabilize HCS Hoechst-high % – second read-out of MT stabilize HCS, no call of its own (marks repeat the call); % Hoechst-high responders; measured here: nuclear condensation Hoechst responders;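 share of cells brighter than vehicle mean plus two SD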
MT stabilize HCS cytotoxicity % – also measured in MT stabilize HCS; calls as there; toxicity, %; measured here: cytotoxicity by cell density;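 0% = mean cell density of plate MIN control wells and 100% = no cells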
Autophagy mod cell loss 18 h – also measured in Autophagy mod; calls as there; toxicity, %; measured here: cell loss, nuclei count;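 cell loss after 18 h compound exposure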
The depositor's hits bear a star; i = inactive; ? = inconclusive; . = no result given. Rule as the data show it, unless noted: active = inhibition above about 50%; inactive = the rest.

The first two records, ahead of the listing:
SMILES	Ins promoter up	Ins promoter up cell count	MT stabilize HCS	MT stabilize HCS Hoechst-high %	MT stabilize HCS cytotoxicity %	Lipid droplet	Lipid droplet cells 6.5 µM	Autophagy mod	Autophagy mod cell loss 18 h	human PMI inhibitors	T cell modulator	T cell modulator vesicle-bound %	bCat nuc transl	bCat nuc transl cell count 5 µM	human PMI inhibition	TNAP activation fold
Cc1ccc(-c2c[n+]3c(n2-c2ccccc2)SCC3)cc1	?	.	.	.	.	0	734	.	.	.	i	29	3.1	1255	.	.
FC(F)(F)c1nnc2n1N=C(c1cccs1)CS2	0.89	1424	3.3	1.8	3.3	20	681	i	6	-3%	i	33	0.8	1041	-25%	1

The whole of this part (from the top)
SMILES	Ins promoter up	Ins promoter up cell count	MT stabilize HCS	MT stabilize HCS Hoechst-high %	MT stabilize HCS cytotoxicity %	Lipid droplet	Lipid droplet cells 6.5 µM	Autophagy mod	Autophagy mod cell loss 18 h	human PMI inhibitors	T cell modulator	T cell modulator vesicle-bound %	bCat nuc transl	bCat nuc transl cell count 5 µM	human PMI inhibition	TNAP activation fold
Cc1ccc(-c2c[n+]3c(n2-c2ccccc2)SCC3)cc1	?	.	.	.	.	0	734	.	.	.	i	29	3.1	1255	.	.
FC(F)(F)c1nnc2n1N=C(c1cccs1)CS2	0.89	1424	3.3	1.8	3.3	20	681	i	6	-3%	i	33	0.8	1041	-25%	1
COc1ccc(-n2nnc3c(=O)n(CC(=O)N4CCC(C)CC4)cnc32)cc1	-0.77	1828	5.6	2.4	4.9	8	722	.	.	12%	i	38	0.4	1009	11%	1
CCOc1ccc(-n2cc(C(=O)N3CCC(C)CC3)c3cc(OC)c(OC)cc3c2=O)cc1	-0.94	766	6.5	8.2	12	.	.	i	1	-9%	i	56	-1.2	1407	7%	1.1
COC(=O)C1C(=O)C=C(Nc2ccc(F)cc2F)CC1c1ccc(OC)cc1 (stereo not given)	.	.	7.1	1.6	7.0	5	577	i	4	12%	i	60	-0.9	1133	19%	1.1
CCN(CC)CCCNC(=O)c1ccc(Cl)c(S(=O)(=O)Nc2ccccc2OC)c1	-0.22	994	2.1	1.9	6.3	-5	763	i	38	-15%	i	33	-7.1	1269	-11%	1
Cc1nc(N2CCOCC2)c2c(C)c(C(=O)Nc3ccccc3C(F)(F)F)sc2n1	0.04	1313	1.5	1.5	4.7	5	735	i	5	2%	i	11	0.3	1135	-1%	1.1
Nc1nnc(CC2=CCCCC2)s1	-0.47	1187	3.0	2.0	9.1	0	693	i	-9	0%	i	52	.	.	4%	1.1
Brc1ccccc1C1=Nn2c(nnc2-c2ccco2)SC1	-2.3	882	.	.	.	1	715	.	.	.	i	13	0.5	1319	.	.
CCOC(=O)Cn1c(=NC(=O)c2cccs2)sc2cc(C(=O)OC)ccc21	0.35	1227	2.4	2.0	1.0	-15	646	i	-3	-5%	i	33	2.4	889	-6%	1
COc1ccc(NC(=O)NC(C)(C(F)(F)F)C(F)(F)F)cc1	-0.2	1595	2.8	2.6	6.8	.	.	i	-22	6%	i	38	1.1	1324	7%	1.1
COc1ccc(-n2c(C)cc(/C=N/Nc3nc(N4CCOCC4)nc(N4CCOCC4)n3)c2C)cc1	-0.85	1356	3.3	2.3	2.5	5	637	i	3	21%	i	23	-5.4	645	10%	1.1
CCOc1ccc2nc(COC(=O)c3ccncc3)c(C(=O)c3ccccc3)[n+]([O-])c2c1	-0.09	1473	.	.	.	-4	685	.	.	.	i	64	-1.5	1134	.	.
COc1ccc(S(=O)(=O)Cc2ccc(C(=O)N3CCN(c4cc(Cl)ccc4C)CC3)o2)cc1	1.4	1027	6.5	2.5	2.2	.	.	i	-2	5%	i	35	.	.	8%	1
Cc1ccc(N2C(=O)CC(Sc3cccs3)C2=O)cc1 (stereo not given)	-0.02	1349	.	.	.	1	759	.	.	.	i	11	-0.3	1105	.	.
Cc1ccc(Nc2ncnc3ccccc23)cc1	.	.	1.0	1.4	4.9	46	699	i	-1	0%	i	61	1.4	1009	1%	1.1
CC1(C)CC(=O)c2cc(OCC(=O)NCCCN3CCN(c4ccc(F)cc4)CC3)ccc2O1	-1.8	551	3.0	2.5	8.6	.	.	i	1	0%	i	8	-5.1	969	3%	1.1
Cc1ccc(CNS(=O)(=O)c2ccc3c(c2)CCN3C(=O)CCCC(=O)O)cc1	0.19	1344	5.2	1.7	4.3	19	713	i	-37	-4%	i	40	0.4	1131	-12%	1.1
CCOC(=O)c1cnc2c(C(=O)OC)cccc2c1NCc1ccco1	-0.84	1304	5.7	2.0	4.0	-9	701	i	-12	3%	i	47	.	.	0%	1
COc1ccc(Nc2cc(=O)oc3ccccc23)cc1	-0.53	703	11	3.4	19	16	814	i	46	-11%	i	34	.	.	-14%	1.2
CCCC1=C(C(=O)OCC)C(c2cc(Cl)cc(OC)c2OCC(=O)OCC)NC(=O)N1 (stereo not given)	0.73	1303	1.9	1.2	10	3	754	i	1	1%	i	31	-0.2	1116	12%	1
Cc1cc(C)n(-c2nc3c(c(=O)[nH]c(=O)n3C)n2CC(C)C)n1	1.1	1105	5.3	6.4	5.2	.	.	i	-15	5%	i	50	0.6	1435	8%	1
Cc1ccccc1/C=c1\s/c(=C\C(=O)C(C)(C)C)[nH]c1=O	1.2	888	30	9.0	51	9	790	i	18	6%	i	38	3.4	948	10%	1
CC(=O)Nc1ccc(-n2nnnc2SCC(=O)Nc2cccc(NC(=O)c3ccco3)c2)cc1	0.12	1057	.	.	.	-7	660	.	.	.	i	26	2.1	1335	.	.
OCCNc1nc(Nc2ccc(Br)cc2)nc2ccccc12	-2.9	737	5.1	2.0	2.6	3	664	i	10	-37%	i	63	2.3	1058	-11%	1.1
Later entries:
SMILES	Ins promoter up	Ins promoter up cell count	MT stabilize HCS	MT stabilize HCS Hoechst-high %	MT stabilize HCS cytotoxicity %	Lipid droplet	Lipid droplet cells 6.5 µM	Autophagy mod	Autophagy mod cell loss 18 h	human PMI inhibitors	T cell modulator	T cell modulator vesicle-bound %	bCat nuc transl	bCat nuc transl cell count 5 µM	human PMI inhibition	TNAP activation fold
CC(=O)NC(=S)Nc1sc2c(c1C#N)CCCCC2	0.99	1417	8.1	2.0	3.3	6	620	i	8	16%	.	.	-2.0	944	33%	0.9
COC(=O)/C(C#N)=C/N(C)C	0.11	1013	.	.	.	11	726	.	.	.	i	27	-0.1	1322	.	.
COc1ccc(C(=O)/C=C(\C)Nc2ccc(NC(C)=O)cc2)cc1	0.12	1455	0.4	1.9	8.6	.	.	i	-3	3%	i	60	-1.8	1434	7%	1
O=C(O)c1cc([N+](=O)[O-])ccc1N1CCCCC1	-0.36	1519	2.4	3.4	5.9	24	684	i	3	-5%	i	21	1.7	999	-10%	0.9
CCC(Sc1nc(-c2ccccc2)cc(=O)[nH]1)C(=O)O (stereo not given)	-1.2	1287	4.7	0.7	0.3	.	.	i	7	-1%	i	13	-3.6	1018	3%	1.1
CCCOCC(O)CCc1n[nH]c(=S)n1-c1ccccc1 (stereo not given)	-0.35	1428	2.9	1.6	5.3	-5	722	i	3	-1%	i	57	-1.6	1150	-2%	1
CC1(C)CC(=O)C(C=N)=C(O)C1	0.3	1298	2.7	2.9	15	.	.	i	23	-7%	i	62	2.9	1137	-6%	1.1
N#C/C(C(=O)c1ccccc1)=C1/SC=C(N)N1c1ccccc1	6*	1165*	9.3	2.8	5.2	0	758	i	-5	-60%	.	.	17	1132	-24%	0.9
COc1ccc(S(=O)(=O)Nc2nc3ccccc3nc2NCc2ccc3c(c2)OCO3)cc1	-0.09	1342	3.4	2.8	3.6	0	694	i	4	-17%	i	19	-3.2	1168	-7%	1
CCOc1cc(/C=N\NC(N)=O)cc(Br)c1OC(C)C	0.14	1203	6.3	2.9	16	13	642	i	0	7%	i	10	.	.	13%	1
O=C(Sc1nnc(-c2ccccc2)o1)N1c2ccccc2Sc2ccccc21	.	.	4.5	2.5	8.0	0	749	i	-4	-12%	i	41	-1.4	1178	-8%	1.1
Cn1c(CC(=O)Nc2ccc(Cl)c(Cl)c2)n[nH]c1=S	0.37	1181	3.3	1.4	7.2	21	693	i	8	-15%	i	36	1.5	1068	-9%	0.9
COc1ccccc1N1CCN(c2nc3ccccn3c(=O)c2C=O)CC1	-0.09	1904	2.2	1.2	0.4	-6	633	i	-21	1%	i	54	-0.8	1066	1%	1.1
COc1ccc(-c2nn(-c3ccccc3)cc2/C=C/C(=O)OCC(=O)Nc2cccc(C#N)c2)cc1	0.82	1343	2.1	3.6	2.6	-24	669	i	36	5%	i	41	-4.6	1254	15%	1
CCOc1ccccc1-n1nnnc1SCc1nc2ccccc2s1	0.69	1712	3.3	2.5	13	.	.	i	3	-17%	i	7	-0.1	1275	-1%	1
CCN(CC)c1ccc(NC(=O)Cn2cc3c(n2)CCC(C)C3)c(C)c1 (stereo not given)	-1.3	1567	4.1	1.2	10	-2	684	i	5	10%	i	37	1.6	1049	12%	1.1
O=C(O)Cc1sc(-c2cccnc2)nc1-c1ccc(Br)cc1	0.12	1337	2.4	3.2	8.0	7	758	i	-11	-36%	i	41	.	.	-36%	1.1
COC(=O)c1cccc(CSc2nc3ccccc3[nH]2)c1	0.04	1378	4.9	1.6	6.7	-3	732	i	11	-6%	i	41	-3.6	563	-4%	1.1
O=S1(=O)CC2SC(=S)N(c3ccccc3)C2C1 (stereo not given)	0.1	979	.	.	.	1	671	.	.	.	i	57	0.1	1311	.	.

Some entries already given, limited to MT stabilize HCS Hoechst-high %, Autophagy mod and TNAP activation fold:
Molecule,MT stabilize HCS Hoechst-high %,Autophagy mod,TNAP activation fold
N#C/C(C(=O)c1ccccc1)=C1/SC=C(N)N1c1ccccc1,2.8,i,0.9
COc1ccc(S(=O)(=O)Nc2nc3ccccc3nc2NCc2ccc3c(c2)OCO3)cc1,2.8,i,1
CCOc1cc(/C=N\NC(N)=O)cc(Br)c1OC(C)C,2.9,i,1
O=C(Sc1nnc(-c2ccccc2)o1)N1c2ccccc2Sc2ccccc21,2.5,i,1.1
